High-throughput results deposited in PubChem BioAssay by National Center for Advancing Translational Sciences (NCATS).
PKM2 act: PKM2 (human) enzyme activation. purified PKM2, Kinase-Glo ATP luminescence, activation; response scale: 0% is enzyme alone, no compound. Potency, µM (top dose mostly 57.5 µM), for the others: at the highest dose activation, usual class: activators. 260,000 compounds, 0.34% hits; note: potency is the fitted concentration of half-maximal effect; % is set by controls: 0 for no effect and ±100 for the full control effect; nearly all actives have a fitted effect of over 55% in size
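Purified hPK-M2 (>95% pure) converted ADP (0.1 mM final) to ATP with 0.5 mM PEP in 50 mM imidazole pH7.2, KCl, MgCl2, Tween 20, BSA; 1 h at room temperature. ATP detected by Kinase-Glo luminescence.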
S-ASM inh: blocks human secretory acid sphingomyelinase | 340,000 compounds, 0.006% hits | placental ASM, HMU-PC fluorogenic substrate, 60 min | Potency, µM (series often up to 57.5 µM), without a hit: at the highest dose activity change, negative = inhibition, usual class: inhibitors | P17405 | AID 504937; note: potency is the fitted concentration of half-maximal effect
Target sequence (P17405 47-631 limits assumed): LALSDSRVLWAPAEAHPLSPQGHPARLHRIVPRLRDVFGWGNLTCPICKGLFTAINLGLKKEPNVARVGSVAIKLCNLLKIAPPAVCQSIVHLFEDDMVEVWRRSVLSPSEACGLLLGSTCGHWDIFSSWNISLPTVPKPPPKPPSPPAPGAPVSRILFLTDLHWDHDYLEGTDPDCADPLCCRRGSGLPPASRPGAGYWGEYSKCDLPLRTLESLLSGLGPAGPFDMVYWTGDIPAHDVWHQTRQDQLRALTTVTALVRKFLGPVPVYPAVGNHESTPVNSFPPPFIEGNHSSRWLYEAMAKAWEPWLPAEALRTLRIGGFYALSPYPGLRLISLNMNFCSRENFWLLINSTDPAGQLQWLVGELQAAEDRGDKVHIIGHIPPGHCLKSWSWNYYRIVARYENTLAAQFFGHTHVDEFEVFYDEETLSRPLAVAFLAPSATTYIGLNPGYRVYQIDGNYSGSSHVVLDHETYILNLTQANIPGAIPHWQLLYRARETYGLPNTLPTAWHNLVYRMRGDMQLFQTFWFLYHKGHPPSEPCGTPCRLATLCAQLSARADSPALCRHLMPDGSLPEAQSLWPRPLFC
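Fluorogenic HMU-PC substrate (9 uM final) is turned over by placental ASM in 60 min at 37 C after a 10 min compound preincubation. Reaction ended by alkaline stop (pH 10), with fluorescence read at 386/447 nm.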
Menin-MLL TR inh: menin-MLL binding inhibition, Texas Red mutant peptide; O00255; Potency, µM (titrated, usually from 61.6 µM), for inactives: at the top dose FP activity change, negative = inhibition, hits mostly inhibitors; Menin + Texas Red MLL mutant peptide, fluorescence polarization; 270,000 compounds, 0.23% hits; active = well fitted inhibition curve with a large enough effect in the polarisation, with a control signal flat, not every such curve was filed as active; inconclusive = small, poorly fitted or top-dose-only effect, or effect the other way, or a change in a side signal; inactive = no such curve, though single readings can be large or run the other way; the % refers to the polarisation; note: potency is the fitted concentration of half-maximal effect; % of control where 0% means no effect; many of its hits are not listed in these tables
GALK inh: galactokinase (human) inhibition; Purified GALK, Kinase-Glo residual ATP luminescence; AID 1868; 270,000 compounds, 0.007% hits; Potency, µM (doses to about 57.5 µM), for inactives: at the highest dose activity change, negative = inhibition, hits mostly inhibitors; note: potency is the fitted concentration of half-maximal effect; % is set by controls: 0 for no effect and ±100 for the full control effect
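The enzyme phosphorylates galactose (100 uM) using ATP (35 uM); inhibition is detected as higher residual ATP, quantified by bioluminescence after 1 h reaction at room temperature, pH 8.0.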
B2AR arrestin: beta2AR (human) beta-arrestin recruitment activity; 330,000 compounds, 0.02% hits; Potency, µM (highest dose often 46.1 µM), for the others: at the top dose activation, actives largely listed as activators; P07550; AID 492947; beta-arrestin recruitment to beta2AR, cell-based reporter;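 note: potency is the fitted concentration of half-maximal effect; 0% = DMSO controls and full agonism = EC100 isoproterenol or metaproterenol; nearly all actives have a fitted effect of over 65% in size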
Giardia kill: Giardia lamblia killing | Giardia lamblia trophozoite viability | activity change, % at 7.66 µM, hits read low | 340,000 compounds, 0.15% hits | AID 540267; in the data active = activity change below about -80%; inconclusive = between about -30% and that limit;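 note: parasites exposed to compound for two days anaerobically before the ATP read; % is set by controls: 0 for no effect and ±100 for the full control effect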
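Anaerobic 48 hrs incubation at 37 deg C of 100 trophozoites/well with test compounds; ATPLite 1-Step luminescence, 15-30 min RT, reports cellular ATP as viability.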
Tb PFK block: T. brucei PFK enzyme inhibition; O15648; AID 485367; T. brucei PFK, ADP-Glo luminescence; Potency, µM (top dose mostly 57.5 µM), for inactives: top-dose activity, negative = inhibition, hits mostly inhibitors; 330,000 compounds, 0.17% hits;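 note: potency is the fitted concentration of half-maximal effect; 0% = uninhibited 1x PFK enzyme wells and -100% = no-enzyme wells; nearly all actives have a fitted effect of over 60% in size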
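ADP-Glo luminescence quantified ADP after 45 min at room temperature, with 1.25 nM T. brucei PFK, 0.1 mM ATP and 0.5 mM fructose-6-phosphate in pH 8.0 TEA buffer. qHTS titrations up to 57 µM; curves classified by quality.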
Coupling enz: inhibits coupling enzyme system, counter-screen for aldolase hits; 290,000 compounds, 0.67% hits; activity change, negative = inhibition, % at 58.2 µM, hits read low; coupling enzyme system counterscreen, AmpLite Red fluorescence; AID 2472; in the data active = activity change below about -30%; note: % is set by controls: 0 for no effect and ±100 for the full control effect
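Compounds tested against the coupling enzymes alone at 57.5 uM final; readout was AmpLite Red fluorescence (525/598 nm) after 20 min at RT.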
Chronic BCR inh: blocks chronic active B-cell receptor signaling. ABC-DLBCL IkBa-CBG/CBR reporter, luminescence ratio, 4 h. Potency, µM (top dose mostly 46.1 µM), without a hit: top-dose ratio change, negative = lower green/red ratio, hits mostly inhibitors. 340,000 compounds, 0.05% hits. AID 493014; active = well fitted inhibition curve with a large enough effect in the signal ratio, with a control signal flat, not every such curve was filed as active; inconclusive = small, poorly fitted or top-dose-only effect, or effect the other way, or a change in a side signal; the % refers to the signal ratio;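 note: potency is the fitted concentration of half-maximal effect; plate controls were basal doxycycline-induced cells for no effect and cells given 10 µM MG132 for full effect; MG132 reads +100%, hits lower the ratio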
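TMD8 human ABC-DLBCL cells with doxycycline-inducible IκBα–green luciferase fusion and unfused red luciferase, in 0.5% FBS medium; compounds up to 46 uM, 4 h at 37C. Green/red luminescence ratio, filter-overlap corrected, fitted to concentration-response curves.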
PTAP TSG101 blk: blocks PTAP/TSG101 interaction to inhibit HIV-1 budding. Potency, µM (series often up to 115 µM), inactives show at the highest dose activity change, negative = inhibition, most hits filed as inhibitors. Q99816. 340,000 tested, under 10 active. Fluorescence polarization, FITC-PTAP peptide / Tsg101 binding. AID 493005; active = well fitted inhibition curve with a large enough effect in the main read-out, with a control signal flat, not every such curve was filed as active; inconclusive = small, poorly fitted or top-dose-only effect, or effect the other way, or a change in a side signal; inactive = no such curve, though single readings can be large or run the other way; note: potency is the fitted concentration of half-maximal effect; % of control where 0% means no effect
Target sequence (Q99816 whole entry, looked up): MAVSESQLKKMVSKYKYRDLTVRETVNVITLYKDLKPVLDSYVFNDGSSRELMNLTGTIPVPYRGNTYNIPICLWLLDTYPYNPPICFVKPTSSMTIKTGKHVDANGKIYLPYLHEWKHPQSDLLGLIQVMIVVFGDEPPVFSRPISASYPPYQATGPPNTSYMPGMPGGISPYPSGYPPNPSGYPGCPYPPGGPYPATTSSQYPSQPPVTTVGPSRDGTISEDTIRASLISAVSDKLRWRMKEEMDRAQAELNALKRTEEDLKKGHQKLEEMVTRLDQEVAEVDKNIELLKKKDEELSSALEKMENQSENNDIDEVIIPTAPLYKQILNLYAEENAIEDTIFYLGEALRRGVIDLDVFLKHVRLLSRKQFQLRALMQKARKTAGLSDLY
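Fluorescence anisotropy tracks displacement of a FITC-tagged PTAP peptide (50 nM) from the Tsg101 binding domain (10 uM), following a 20 min room-temperature incubation at pH 7.5.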
a7 integrin act: integrin-mediated muscular dystrophy alleviation activation. alpha7betagal myoblasts, beta-gal FDG fluorescence, 48 h. Potency, µM (doses to about 38.3 µM), for the others: at the highest dose activation, usual class: activators. 350,000 compounds, 0.064% hits;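 note: potency is the fitted concentration of half-maximal effect; 100% = response of the positive control SU9516; nearly all actives have a fitted effect of over 60% in size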
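Alpha7betagal+/- myoblasts (passage 13) were plated 16-24 hr, then exposed to compounds (1:260 dilution of DMSO stock) for 48 hours at 37C. After MPER lysis, β-galactosidase reporter activity was read as FDG fluorescence (ex 480/em 540) after 30 minutes.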
Numbers without * were called inactive; u = inconclusive; x = not tested or not shown; & = joins results of further samples; [ ] = dose if it differs, or a comment. Unless noted, calls come from the whole dose curve; as a rule, active = well fitted curve in the direction sought with a large enough effect; inconclusive = small, poorly fitted or top-dose-only effect, or another doubt; inactive = no such curve, though single readings can be large; an effect the other way counts as inactive or inconclusive. Not all compounds are listed; count on the stated rates, not on these rows.

SMILES	PKM2 act	S-ASM inh	Menin-MLL TR inh	GALK inh	B2AR arrestin	Giardia kill	Tb PFK block	Coupling enz	Chronic BCR inh	PTAP TSG101 blk	a7 integrin act
Cc1ccc(NC(=O)C(=O)c2c[nH]c3ccccc23)cc1	1%	1%	-62%	-2%	-0.9%	-3	-1%	1	u	4%	24%
COc1ccc([C@@H]2CC=C(C(=O)O)CN2S(=O)(=O)c2ccc(C)cc2)cc1OC	x	5%	x	x	0.5%	13	0%	x	-3%	-2%	11%
CCNC(=O)/N=C1/NC(=O)C(C(C)C)O1 (stereo not given)	-2%	5%	16%	-1%	-0.7%	-1	1%	-1	8%	-1%	7%
O=C(CCSCc1ccccc1Cl)NCc1ccco1	-1%	6%	1%	-1%	-0.8%	12	2%	0	14%	-1%	-10%
COC(CNC(=O)CSCc1nc(-c2ccc(SC)cc2)oc1C)OC	-5%	7%	9%	0%	-1.1%	-10	-1%	3	u	-8%	30%
CSc1ccc(/C=N/NC(=O)CN2CCN(Cc3ccc(Cl)cc3)CC2)cc1	-16%	2%	-27%	2%	-0.8%	-2	0%	7	0%	u	-22%
CCOc1ccccc1C1C(C(=O)Nc2ccc(OC)cc2)=C(C)Nc2nc(CCCO)nn21 (stereo not given)	-5%	15%	-5%	0%	0.4%	4	0%	-7	-11%	0%	10%
COc1ccc(Cl)cc1C(=O)N(Cc1nc(-c2cccc(C)c2)no1)C(C)C	-4%	-10%	-13%[11.7 µM]	2%	0.1%	-2	1%	0	u	-3%	-24%
COc1ccc(C)cc1-n1nc2ccccc2n1	1%	4%	10%	6%	-0.3%	3	-2%	3	-5%	-1%	-15%
COC(=O)c1cc(S(=O)(=O)NCc2ccccc2)cn1C	0%	0%	-12%	x	0.3%	0	3%	2	1%	0%	18%
COCCN(CCOC)Cc1cc(=O)oc2cc3c(cc12)CCC3	2%	0%	-6%	3%	-1.3%	-12	-2%	3	-13%	-4%	-10%
O=C(c1cc2sccc2n1Cc1ccc(F)cc1)N1CCc2ccccc21	-9%	-5%	1%	0%	0.1%	u	-3%	-1	14%	3%	27%
CCCC(=O)NC(C)c1nc2ccccc2n1C (stereo not given)	-18%	5%	0%	1%	-0.1%	7	-2%	-2	3%	-1%	0%
CN(C)c1ccc(CN(C(=O)C2COc3ccccc3O2)C2CCS(=O)(=O)C2)cc1 (stereo not given)	8%	0%	3%	3%	0.4%	15	1%	-5	-1%	x	-7%
CN(C)CCNC(=O)Nc1cccc(Cl)c1Cl	-5%	1%	u	-1%	-0.1%	0	-5%	0	4%	-3%	-28%
Cc1ccc(S(=O)(=O)N(C)C)cc1NC(=S)N(CCC#N)Cc1cccnc1	10%	4%	-5%	4%	-0.9%	-17	-4%	0	9%	-2%	7%
CCN(CCn1cccn1)C(=O)c1cc(COc2ccc(F)cc2Cl)on1	-1%	0%	16%	3%	0.4%	13	-3%	-5	-5%	2%	-21%
CC1CC(C)CN(CCCNC(=O)c2ccc3c(SCC(=O)O)c4c(nc3c2)CCC4)C1 (stereo not given)	-9%	6%	x	x	-0.8%	14	0%	2	1%	-7%	18%
O=C(Nc1cc(C(F)(F)F)ccc1Cl)C1CCN(c2nnc(-n3cccc3)s2)CC1	-10%	-17%	u	2%	0.0%	-30	-5%	3	1%	-5%	5%
O=C(c1cscn1)N1CCCC(N2CCN(c3ccc(F)cc3)CC2)C1 (stereo not given)	0%	4%	x	-5%	-1.0%	7	1%	x	-1%	-2%	-9%
Cc1cc(C)c(NC(=O)Cn2c(=O)n(-c3ccc(CC(=O)NCC4CCCO4)cc3)c(=O)c3ccccc32)c(C)c1 (stereo not given)	-2%	4%	u	10%	0.1%	6	-1%	2	-10%	1%	-10%
CN(C)C(=O)CSc1nnc(-c2ccncc2)n1Cc1ccco1	x	3%	u	1%	-0.3%	19	0%	4	u	-3%	-6%
CCc1cccc(NC(=O)Cn2c(=O)oc3cc(S(=O)(=O)N4CCOCC4)ccc32)c1	-5%	0%	27%	3%	0.2%	-8	-3%	3	1%	0%	-7%
O=C(Cn1c(NCCCO)nc2ccccc21)c1ccc([N+](=O)[O-])cc1	0%[11.5 µM]	-1%	-2%	0%	-1.2%	15	1%	-4	-1%	-6%	-1%
COc1ccc(Cc2nnc(Nc3ccc(C)cc3)o2)cc1OC	-2%	3%	x	2%	-0.3%	17	1%	0	1%	-1%	-9%
CCn1c(SCC(=O)c2c[nH]c3ccccc23)nnc1-c1cccs1	2%	-1%	-16%	2%	0.4%	-28	-3%	-3	-13%	-4%	-4%
CC1CC(=O)Nc2ccccc2S1(=O)=O (stereo not given)	0%	-1%	0%	3%	x	7	x	1	x	4%	-9%
COc1ccc(NC(=O)c2nnn(Cc3cccc(F)c3)c2N)c(OC)c1	-7%	2%	23%	1%	-0.9%	-25	1%	0	15%	1%	-3%
COc1ccc(C2C(C(=O)c3sc(C)nc3C)=C(O)C(=O)N2CCN(C)C)cc1OC (stereo not given)	-1%	-2%	18%	-1%	0.1%	-6	-4%	2	u	-3%	-2%
COc1cccc(/C=C/C(=O)Nc2ccc(OC)nc2)c1	-12%	-2%	4%	1%	-0.5%	3	0%	-3	u	-1%	9%
Cc1ccc(NC(=O)CN(C)C(=O)Cc2ccc(Cl)cc2Cl)cc1	-1%	-2%	9%	0%	-0.5%	21	8%	-1	0%	-2%	-17%
O=C(CCCCCN1C(=O)c2ccccc2C1=O)NC1CCCC1	-4%	5%	0%	4%	0.0%	5	0%	3	9%	-7%	-12%
CCN(CC(=O)Nc1cccc(OC)c1)C(=O)C1CCN(C(=O)Nc2ccccc2)CC1	-16%	6%	0%	2%	-0.7%	-13	4%	5	0%	-3%	5%
Cc1ccc(NC(=O)CN(C)C(=O)COC(=O)/C=C/c2cccs2)cc1	x	-1%	x	x	-0.8%	10	-2%	x	u	-2%	-20%
CC1CC(C)(C)NC(=S)N1CC(=O)N(C)Cc1ccccc1 (stereo not given)	0%	4%	-4%	2%	0.0%	8	10%	-1	4%	2%	u
CCC(C)NCCCCOc1ccc(Br)cc1 (stereo not given)	-1%	-4%	-8%	x	0.2%	0	3%	1	-8%	-1%	-55%[inhibitor]
Cc1cccc(OCC(=O)Nc2ccc(N3CCN(C(=O)c4ccco4)CC3)cc2)c1	-2%	-2%	x	-1%	-3.8%	-2	0%	3	4%	-4%	-38%
Cc1ccc2[nH]c(=O)c(-c3nc4cc(C)ccn4c3NCc3ccco3)cc2c1	1%	-7%	2%	5%	-0.6%	-13	0%	0	7%	-1%	-24%
CC(C)COc1ccc(-c2nnc(-c3ccco3)o2)cc1	12%	-1%	18%	0%	0.3%	-1	-1%	-6	21%	0%	6%
CCOc1ccc(S(=O)(=O)N2CCN(C(=O)c3ccco3)CC2)cc1	6%[11.5 µM]	1%	4%	-4%	-1.0%	10	1%	3	u	-8%	13%
O=C(/C=C/c1ccc(Cl)c(Cl)c1)N1CCOCC1	-1%[11.5 µM]	1%	2%	-2%	0.4%	-16	2%	0	4%	-3%	-17%
Cc1nc(NC(C)c2ccccc2)c2c3c(sc2n1)CCC3 (stereo not given)	0%	u	u	1%	-0.5%	3	-3%	-4	9%	-4%	-37%
COc1cc(C(CCN2CCN(c3ccccc3)CC2)c2c(OC)cc(OC)c3c(C)cc(=O)oc23)cc(OC)c1OC (stereo not given)	-17%	-11%	-13%	0%	-0.9%	11&-17	0%	1&-1	-5%	x	-14%
Cc1ccc(OCCCn2c(CO)nc3ccccc32)cc1	-5%	-1%	1%	-2%	-0.3%	-17	3%	0	u	-2%	-5%
FC(F)(F)c1cc(Nc2ccccc2)nc(-c2ccccn2)n1	x	-2%	-20%	x	u	-18	1%	0	-1%	0%	-9%

As entered above.
Cc1nc(NC(C)c2ccccc2)c2c3c(sc2n1)CCC3 (stereo not given) in Giardia kill shows 3
Cc1ccc(OCCCn2c(CO)nc3ccccc32)cc1 in PTAP TSG101 blk shows -2%
